Screening data: PubChem BioAssay, The Scripps Research Institute Molecular Screening Center
MITF primary: inhibitors of human MITF | AID 1259374 | 650,000 compounds, 0.91% hits | inhibition, % at 2.6 µM | O75030 | AlphaScreen MITF homodimerization, bead proximity signal; in the data active means inhibition above about 50%;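 further: 0% = vehicle wells with protein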
FBW7 act: human FBW7 E3 ligase activation, primary screen; Q969H0; AlphaScreen FBW7–phospho-cyclin E peptide binding, activator screen; normalized activity (activation), % at 26.1 µM; 650,000 compounds, 0.13% hits; in the data active means normalized activity above about 1.9%;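 further: purified mutant Fbw7 with reduced substrate affinity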
Target sequence (Q969H0 whole entry, looked up): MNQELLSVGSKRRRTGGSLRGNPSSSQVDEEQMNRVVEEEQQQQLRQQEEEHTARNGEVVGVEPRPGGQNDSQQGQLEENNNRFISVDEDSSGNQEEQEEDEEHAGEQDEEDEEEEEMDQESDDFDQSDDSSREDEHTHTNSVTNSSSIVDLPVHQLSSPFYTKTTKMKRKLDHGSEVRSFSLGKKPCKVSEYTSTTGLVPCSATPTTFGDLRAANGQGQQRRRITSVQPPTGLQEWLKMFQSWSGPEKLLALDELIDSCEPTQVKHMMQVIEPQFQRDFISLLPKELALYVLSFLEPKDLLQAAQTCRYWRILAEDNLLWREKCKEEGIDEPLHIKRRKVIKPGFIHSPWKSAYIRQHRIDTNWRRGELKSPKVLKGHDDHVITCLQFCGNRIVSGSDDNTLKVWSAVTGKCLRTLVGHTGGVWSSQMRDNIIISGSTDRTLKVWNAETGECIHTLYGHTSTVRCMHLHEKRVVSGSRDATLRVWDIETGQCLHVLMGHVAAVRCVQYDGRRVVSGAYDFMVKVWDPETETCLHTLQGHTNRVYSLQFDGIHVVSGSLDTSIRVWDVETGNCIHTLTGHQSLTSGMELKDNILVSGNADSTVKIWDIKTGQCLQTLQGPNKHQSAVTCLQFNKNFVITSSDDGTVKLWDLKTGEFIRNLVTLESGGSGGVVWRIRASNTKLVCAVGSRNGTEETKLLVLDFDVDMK
TEAD-YAP inh: TEAD-YAP interaction inhibition. 640,000 compounds, 1.4% hits. inhibition, % at 9.12 µM. HEK-TIYL cells, TEAD-Gal4/YAP UAS-luciferase luminescence. AID 1259422; in the data active means inhibition above about 32%;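 further: 0% = median of test compound wells and 100% = reference inhibitor wells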
GPR151 ag: activates the human receptor GPR151; Q8TDV0; PathHunter beta-arrestin GPR151 cells, luminescence; activation, % at 11.2 µM; 650,000 compounds, 1% hits; in the data active means activation above about 4.9%;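 further: 0% = median of compound wells and 100% = cells with positive control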
Target sequence (Q8TDV0 whole entry, looked up): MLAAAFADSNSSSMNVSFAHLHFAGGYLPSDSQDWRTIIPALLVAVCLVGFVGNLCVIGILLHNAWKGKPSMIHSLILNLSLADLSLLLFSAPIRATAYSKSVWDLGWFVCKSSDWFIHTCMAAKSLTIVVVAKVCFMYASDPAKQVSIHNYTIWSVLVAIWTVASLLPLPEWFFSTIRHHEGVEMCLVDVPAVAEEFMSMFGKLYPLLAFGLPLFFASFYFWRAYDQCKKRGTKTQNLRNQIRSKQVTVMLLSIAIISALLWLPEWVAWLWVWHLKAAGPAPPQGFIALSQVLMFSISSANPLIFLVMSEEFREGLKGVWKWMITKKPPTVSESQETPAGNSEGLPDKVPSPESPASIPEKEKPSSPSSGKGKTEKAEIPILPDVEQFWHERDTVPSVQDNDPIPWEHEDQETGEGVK
Numbers without * were called inactive; . = no result given.

SMILES	MITF primary	FBW7 act	TEAD-YAP inh	GPR151 ag
CC(C)CNC(=S)N1CCN(Cc2ccc3c(c2)OCO3)CC1	38	-0.2	1	1.1
O=C(c1ccc([N+](=O)[O-])cc1)c1ccc(N2CCOCC2)c([N+](=O)[O-])c1	13	0.0	12	-0.5
NC(=S)Nc1ccc2c(c1)OCCO2	4	0.4	-9	-1.7
COc1ccc(CSc2nc3ccccc3o2)cc1	0	0.1	1	-0.7
COc1cccc(C(=O)Nc2ccc3c(C)c(C(=O)c4ccc(OC)c(OC)c4)oc3c2)c1	-8	-0.1	-49	-1.6
CCNC(=O)/C(C#N)=C/c1cccs1	0	-0.2	-5	-0.4
Cc1nn(S(C)(=O)=O)c(C)c1S(=O)(=O)N1CCCC(C)C1 (centres undefined)	-5	-0.1	3	0.3
CC1=CC(C)C(CN2CCc3c(nc(N4CC(C)OC(C)C4)[nH]c3=O)C2)CC1 (centres undefined)	1	0.0	3	-0.3
Cc1nccn1-c1ccc(C(F)(F)F)cc1N	-12	-0.1	2	-1.7
Cc1ccccc1NCC(=O)N/N=C/c1ccc(Cl)c([N+](=O)[O-])c1	15	0.2	1	-0.8
O=C(NCCCN1CCCC1=O)c1cc2c(=O)[nH]c3ccccc3c2s1	22	-0.1	-22	-0.7
Cc1ccc(S(=O)(=O)N2CCN(c3nnnn3-c3ccccc3)CC2)cc1	-7	-0.1	-9	1.6
CCOC(=O)C1CSC(CC(=O)Nc2ccc(Cl)c(Cl)c2)C(=O)N1 (centres undefined)	-5	0.0	-6	-0.4
CCCC(=O)Nc1ccc2[nH]c(=O)[nH]c2c1	-13	0.0	4	0.1
CCSc1nnc(C(C)NC(=O)Cc2ccc3c(c2)OCO3)n1C (centres undefined)	-1	-0.1	-2	1.0

Ordered by count of non-hydrogen atoms (ascending): some entries from above.
SMILES	MITF primary	FBW7 act	TEAD-YAP inh	GPR151 ag
CCNC(=O)/C(C#N)=C/c1cccs1	0	-0.2	-5	-0.4
CCCC(=O)Nc1ccc2[nH]c(=O)[nH]c2c1	-13	0.0	4	0.1
CC(C)CNC(=S)N1CCN(Cc2ccc3c(c2)OCO3)CC1	38	-0.2	1	1.1
CCSc1nnc(C(C)NC(=O)Cc2ccc3c(c2)OCO3)n1C (centres undefined)	-1	-0.1	-2	1.0
Cc1ccc(S(=O)(=O)N2CCN(c3nnnn3-c3ccccc3)CC2)cc1	-7	-0.1	-9	1.6
CC1=CC(C)C(CN2CCc3c(nc(N4CC(C)OC(C)C4)[nH]c3=O)C2)CC1 (centres undefined)	1	0.0	3	-0.3

(listing goes on)
SMILES	MITF primary	FBW7 act	TEAD-YAP inh	GPR151 ag
COC(=O)c1cc(-c2ccccc2)sc1NC(=O)CSc1nnc2sc3ccccc3n12	-16	0.1	-4	0.2
CC(C)NC(=O)C1CC(c2ccccc2O)=NO1 (centres undefined)	7	-0.3	1	1.3
COC(=O)[C@@H](NC(=O)C1CCCN(c2nc(C)c3ccc(C)cc3n2)C1)C(C)C (some centres undefined)	9	0.3	1	-0.1
Cc1ccc(CS(=O)(=O)CCC(=O)NC2CCCC(C)C2C)cc1 (centres undefined)	5	0.1	12	2.3
CSCCCNC(=O)c1ccc(OC2CCN(S(=O)(=O)N(C)C)CC2)cc1	-7	0.3	-5	0.2
COc1ccc(C2=N/C(=C/C(C)=C/c3ccccc3)C(=O)O2)cc1Br	0	-0.1	-1	1.3
CC1CN(C)CCC1CCc1ccc(NC(=O)c2ccc(=O)[nH]n2)cc1 (centres undefined)	3	0.0	-9	0.7
NC(=O)c1ncc(Cl)c(Cl)c1Cl	-17	0.1	5	0.7
O=C1C(=O)N(Cc2cccnc2)C(c2ccc(Br)cc2)/C1=C(\O)c1ccccc1 (centres undefined)	7	0.0	0	0.6
COc1ccc2c(c1)OC(C)CN(CCC(=O)NCc1ccon1)C2 (centres undefined)	6	-0.1	3	0.8
Cc1ccc2c(c1)-c1c(cnn1CC(=O)Nc1ncccc1C)CO2	17	0.1	16	-1.8
COc1cc(NC(=O)c2ccc3c(c2)OCO3)c(OC)cc1Cl	12	0.0	4	-2.0
CCOC(=O)C1CCCN(C(=O)c2ccc(Cn3c(=S)[nH]c4cc(C(=O)OC)ccc4c3=O)cc2)C1 (centres undefined)	-11	-0.1	8	-0.2
CC(=O)C1=C(c2ccc(C)cc2)N(C(C)=O)n2c(nnc2-c2ccc(Cl)cc2)S1	3	-0.3	12	-0.4
O=c1[nH]ncc(NCc2ccccc2)c1Br	-20	-0.2	-10	0.3

The last 5 compounds of the section above open the next one.
SMILES	MITF primary	FBW7 act	TEAD-YAP inh	GPR151 ag
Cc1ccc2c(c1)-c1c(cnn1CC(=O)Nc1ncccc1C)CO2	17	0.1	16	-1.8
COc1cc(NC(=O)c2ccc3c(c2)OCO3)c(OC)cc1Cl	12	0.0	4	-2.0
CCOC(=O)C1CCCN(C(=O)c2ccc(Cn3c(=S)[nH]c4cc(C(=O)OC)ccc4c3=O)cc2)C1 (centres undefined)	-11	-0.1	8	-0.2
CC(=O)C1=C(c2ccc(C)cc2)N(C(C)=O)n2c(nnc2-c2ccc(Cl)cc2)S1	3	-0.3	12	-0.4
O=c1[nH]ncc(NCc2ccccc2)c1Br	-20	-0.2	-10	0.3
CC(C)(C)NC(=O)c1ccccc1NC(=O)C1CCCO1 (centres undefined)	-2	0.1	0	2.6
COc1ccc(C2c3[nH]c4ccccc4c3CCN2C(=O)C[n+]2cc(=O)o[nH]2)c(F)c1 (centres undefined)	0	0.1	8	-2.2
COc1ccc(C2CC(=O)C3=C(C2)NC(C)=C(C(=O)OC2CCCCC2)C3c2cccc(OC)c2OC)cc1 (centres undefined)	-7	0.3	9	0.5
COC(=O)C1=C(C)N(C)C(=O)NC1c1cc2c(cc1Br)OCO2 (centres undefined)	-3	0.0	-6	0.2
CCOc1ccc(N2C(=O)CC(NCc3cccc(Cl)c3)C2=O)cc1 (centres undefined)	2	0.0	-5	-0.1
COc1ccc(C(=O)c2coc3ccc(O)cc23)cc1	-6	-0.3	23	-3.8
CCCc1[nH]nc2c1C(c1ccc(Cl)cc1)C(C#N)=C(N)O2 (centres undefined)	17	-0.7	-2	-1.9
NC(CCC(=O)NC(CS(=O)(=O)O)C(=O)NCC(=O)O)C(=O)O (centres undefined)	6	-0.2	12	0.3
COc1ccc(Cc2nc3c4cnn(-c5ccc(Cl)cc5)c4ncn3n2)cc1	-7	-0.2	2	-0.5
O=C(NC1CCN(Cc2ccccc2)CC1)c1cnc(NCc2cccnc2)s1	-1	-0.1	5	-0.6
Cc1ccc(NC(=O)Nc2nnc(N3CCCC(C)C3)s2)cc1Cl (centres undefined)	-5	0.0	-2	2.5
C=CCNS(=O)(=O)c1ccc(OCC(=O)OC)cc1	5	-0.1	17	0.4
CCOC(=O)C1=NN(C(=O)c2cccc(C)c2)C(O)(c2ccc(Cl)cc2)C1 (centres undefined)	7	0.0	8	-0.8
N[C@@H](C(=O)O)[C@H](CC(=O)O)c1ccc(Cl)cc1	-2	0.8	.	-1.5
O=C(CCN1C(=O)c2ccccc2C1=O)NCc1cccs1	16	0.0	9	-0.5
CC(=O)N1C(=O)N(C(C)=O)C2C1N(C(C)=O)C(=O)N2C(C)=O (centres undefined)	2	0.0	7	0.7
Cc1ccsc1/C=C1/C(=O)N=C(N)N1C	7	-0.1	0	0.6
COc1ccc(S(=O)(=O)N2Cc3ccccc3CC2C(=O)N2CCOCC2)cc1OC (centres undefined)	6	0.4	7	0.1
COc1ccc(C(=O)NCCc2cn3ccsc3n2)cc1OC1CCN(C(C)=O)CC1	-3	0.0	2	0.0
CN(CC(=O)Nc1c(F)cccc1F)S(=O)(=O)c1ccc(Cl)cc1	-17	0.1	2	0.4
Fc1ccc(C2CC(c3ccc(Br)cc3)=NN2c2nc(-c3ccccc3)c3cc(Br)ccc3n2)cc1 (centres undefined)	-2	0.0	5	5.8*
COc1ccc(CCNC(=O)c2cccc(N3CCCC3CO)n2)cc1 (centres undefined)	3	0.1	46*	8.7*
Nc1ccc2nc(SCC(=O)Nc3cccc(C(F)(F)F)c3)sc2c1	17	-0.1	26	-1.1
CCOC(=O)CN(C)C(=O)c1cc(COc2ccc(C(C)=O)cc2)on1	-4	-0.1	-40	1.9
CCOC(=O)c1c(NC(=O)C(C)Sc2nnc(CNC(=O)c3ccc([N+](=O)[O-])cc3)n2Cc2ccccc2)sc2c1CCC2 (centres undefined)	-1	0.1	4	0.9
C=CCn1c(=O)c2ccc(C(=O)NCc3ccccc3)cc2n(CC(=O)Nc2cccc(OC)c2)c1=O	-6	-0.1	-12	1.9
Cc1cccc(OCc2nnc3n2CCCCC3)c1	-2	-0.1	-13	1.6
O=C(Nc1c(F)cc(F)cc1Br)c1cc(-c2ccco2)on1	8	0.0	-7	1.0
CC(=O)Nc1cccc2c1C(=O)N(c1cccc3ccccc13)C2=O	4	1.1	5	0.9
O=c1c2ccccc2nc(SCc2ccc(F)cc2)n1CCC1=CCCCC1	13	0.4	3	-1.2
COc1ccc(C2=NC3(CCCCC3)N(CC(=O)Nc3ccc(F)cc3)C2=O)cc1	-4	0.0	5	-0.4
Nc1nc(-c2ccccc2)c(-c2ccc([N+](=O)[O-])cc2)s1	-2	-0.1	-3	0.0
O=C(Nc1ccccc1Cl)Nc1ccccc1Cl	-3	-0.1	-9	0.0
CC1CCCCC1NC(=O)C1CCN(c2nc3ccccc3s2)CC1 (centres undefined)	-3	-0.1	-30	1.1
COc1ccccc1N1CCN(S(=O)(=O)c2ccc(Br)cc2)CC1	-3	-0.2	-9	2.1
O=C1CCCN1CCn1cnc2c(NCCO)nc(Nc3ccc(N4CCOCC4)cc3)nc21	11	0.1	-4	5.6*
COc1ccc(C2Nc3ccccc3NC3=C2C(=O)CC(c2ccc(OC)c(OC)c2)C3)cc1O (centres undefined)	-3	-0.1	1	0.0
CCOc1ccc(C(=O)NCCN2CCN(S(=O)(=O)c3ccc(OC)cc3)CC2)cc1OCC	8	0.2	10	0.2
CCOc1ccc2nc(N3CCN(c4nc5ccccc5s4)CC3)sc2c1	0	0.1	-2	1.1
CNC(=O)CSc1nnc(-c2ccccc2)n1-c1ccccc1	2	0.0	4	1.1
O=C(OCCN1CCN(C2=NS(=O)(=O)c3ccccc32)CC1)c1ccco1	-6	-0.1	8	0.6
COCCNC(=S)N(Cc1cc2cc(C)ccc2n2nnnc12)C1CCCC1	7	0.9	-3	-0.5
CCCCN(C)C(=O)Cn1c(=O)oc2cc(S(=O)(=O)N3CC(C)CC(C)C3)ccc21 (centres undefined)	-12	-0.1	3	0.4
Cc1cccc(C)c1N(Cc1ccccc1F)S(C)(=O)=O	-4	-0.1	7	0.7
Cc1ccc(C2=NN(C(=O)c3ccncc3)C(c3ccccc3F)C2)cc1 (centres undefined)	5	0.0	47*	-0.1
Cc1cc(C)cc(C(=O)Nc2ccc(N3CCCS3(=O)=O)cc2)c1	-8	-0.2	-14	0.8
COC(=O)C1CCN(CC(O)COc2ccc(CN(C)Cc3cccnc3)cc2)CC1 (centres undefined)	7	0.1	2	0.9
CC(=O)c1ccc(NC(=O)CSc2nncs2)cc1	8	0.3	0	0.1
Cc1cc(C)nc(/N=C(\N=C\c2c(O)[nH]c(=O)[nH]c2=O)Nc2ccc(Cl)cc2)n1	-1	-1.0	-5	-0.6
Cc1ccc(C(=O)NNC(=S)NC(C)(C)C)cc1	-11	-0.2	-52	2.0
CCOC(=O)c1sc(NC(=O)CSc2nnc(CNC(=O)c3ccc([N+](=O)[O-])cc3)n2Cc2ccccc2)c(C(=O)OCC)c1C	14	0.0	5	-0.8
CCN1C(=S)NC2CC1(C)Oc1c(OC)cccc12 (centres undefined)	7	-0.1	7	0.6
O=C(CCCNS(=O)(=O)c1cccc2nsnc12)NCc1ccccc1Cl	-1	-0.3	13	1.1
CC(C)(C)NC(=O)c1ccc(Cl)cc1	-18	0.1	-3	3.0
CC1CCN(c2nc3ccc([N+](=O)[O-])cc3s2)CC1	3	0.0	-91	1.0
Cc1ccc(Nc2c3c(nc4ccc(C)cc24)CCC3)cc1	10	0.1	15	1.1
COc1cc(/C=C2/C(=N)N3N=C(C(C)C)SC3=NC2=O)ccc1OC(=O)c1ccc(F)cc1	4	-0.2	11	0.9
CCN(CC)CC(O)CN=C1NS(=O)(=O)c2ccccc21 (centres undefined)	-2	0.0	-1	-1.4
CN1C(=O)CC(c2cn(Cc3ccccc3)c3ccccc23)C1=O (centres undefined)	-2	-0.2	-7	2.2
O=C(Nc1cccc(F)c1)c1ncn(-c2ccccc2)n1	5	-0.1	-22	-2.3

(next part)
SMILES	MITF primary	FBW7 act	TEAD-YAP inh	GPR151 ag
CC(C)C(NC(=O)OCc1ccccc1)C(=O)Nc1ccccc1 (centres undefined)	11	0.1	1	3.0
CCCN1C(=O)/C(=C\c2nc3ccccc3c(=O)n2Cc2ccccc2)c2cc(Br)ccc21	9	0.2	-5	-0.8
CN(CCc1ccccn1)C(=S)Nc1cccc(S(=O)(=O)N(C)C)c1	9	0.1	0	0.1
N[C@@H]1CCC[C@@H](C(=O)Nc2ccc3[nH]ncc3c2)C1	16	-0.1	10	0.4
Cc1cccc(NC(c2cccc(O)c2)c2ccc3ccc(C)nc3c2O)n1 (centres undefined)	17	-0.1	11	0.0
CC(=O)N1CCC2(CC1)C/C(=N\NC(=S)Nc1ccc(C)cc1)c1cc(O)ccc1O2	2	0.0	3	-0.5

Molecules listed so far that contain a CF3 group:
SMILES	MITF primary	FBW7 act	TEAD-YAP inh	GPR151 ag
Cc1nccn1-c1ccc(C(F)(F)F)cc1N	-12	-0.1	2	-1.7
Nc1ccc2nc(SCC(=O)Nc3cccc(C(F)(F)F)c3)sc2c1	17	-0.1	26	-1.1
